DSG3 Ab inh: blocks pemphigus antibody binding to human desmoglein-3; P32926; actives 0.48% (n = 310,000); DSG3-coupled beads, scFv-anti-DSG3-GFP binding, flow cytometry; active compounds read low; binding (percent of control), % at 10 µM;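 active = binding more than 3 SD below its plate's average and above zero; inconclusive = below that plate limit but binding exactly zero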;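 also: hits lower antibody fragment binding to DSG3; some compounds called inactive have numbers as strong as hits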
Keap1-Nrf2 PPI: disrupts human Keap1 binding to Nrf2 peptide; Q14145; Keap1 Kelch-Nrf2 peptide fluorescence polarization, 1536-well; inhibition, % at 9.4 µM; actives 0.15% (n = 340,000); AID 504523; in the data active = inhibition above about 12%; inconclusive = no clear call, values can overlap the other calls; inactive = below about 7.3%;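 also: human Keap1 Kelch domain with fluorescein labeled Nrf2 9mer peptide probe; 0% = neutral control wells and 100% = peptide positive control; higher means more block of Keap1 binding to Nrf2 peptide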
V-ATPase pHluor: regulators of yeast V-ATPase proton transport. AID 504577. S. cerevisiae, pHLuorin cytosolic pH fluorescence. response, % at 10 µM. actives 0.37% (n = 350,000); in the data active = response mostly above about 7.3%, no sharp cut-off; inactive = mostly below about 5.4%; also: actives read high; inactives centre near 0; some compounds called inactive have numbers as strong as hits; reference of the scale not given here
C-LANA FP: blocks KSHV LANA C-terminal domain binding to DNA; MBP-C-LANA/FAM-LBS DNA binding, fluorescence polarization; inhibition, % at 9 µM; actives 0.078% (n = 340,000);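 active = highest replicate inhibition at or above 60% at 9 µM, even if other replicates fall short; inactive = all replicates below 60% inhibition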;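 also: 0% = neutral control wells and 100% = 4 µM acridine orange control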
Arr AP2 block: human beta-arrestin and AP2 interaction inhibition | FITC-arrestin peptide / GST-AP2 beads, flow cytometry; AP2 beta2 appendage carries R879A mutation | inhibition, % at 10 µM | actives 0.31% (n = 340,000) | AID 504490;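 active = inhibition above a set limit, near 3 SD of compounds lacking own fluorescence, cut at about 54% in these data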;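 also: plate controls were DMSO wells for no effect and 5 µM unlabelled arrestin peptide for full effect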
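Material – AP2 appendage R879A on GSH beads · Buffer or medium – PBS with 0.05% Tween 20 and 0.1% BSA · Probe or stimulus – fluorescein-tagged arrestin peptide at 50 nM final · Incubation – compound with beads 12 min RT, then probe 1 h RT · Detection – high-throughput flow cytometry of beads, ex 488, em 535 nm · Evaluation – percent response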
Wnt act: activates Wnt/beta-catenin signaling in a reporter cell assay; AID 743398; activator, plate reader; actives 1.2% (n = 300,000); activation, % at 9.35 µM; in the data active = activation above about 30%, passing the limit was not always enough; inconclusive = no clear call, values can overlap the other calls;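 also: 0% = neutral control wells and 100% = positive control wells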
RTF Ca sens act: cardiac RTF calcium sensitization | IANBD-labeled TnC RTF fluorescence at EC20 calcium; 0% EC20 calcium, 100% full calcium | AID 493008 | actives 0.24% (n = 340,000) | activation, % at 7.2 µM | P19429+P45379;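 active = activation above the mean over all tested compounds plus 3 SD, cut at about 30% in these data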;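 also: rise in fluorescence read as greater calcium sensitivity of cardiac thin filaments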
Cardiac RTF inh: cardiac RTF calcium desensitization; AID 493244; IANBD-labeled cardiac RTF, Ca2+ fluorescence; actives 0.12% (n = 340,000); inhibition, % at 7.15 µM; P19429+P45379;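 active = inhibition above the mean inhibition of all tested compounds plus 3 SD, cut at about 17% in these data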;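 also: assay run at fixed EC70 calcium of 1.6 mM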
MOR-DOR ag: OPRM1-OPRD1 heterodimerization agonism; P35372+P41143; cells, luminescence; activation, % at 9.3 µM; actives 0.3% (n = 340,000); AID 504326; in the data active = activation above about 18%;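 also: 0% = vehicle-treated cells and 100% = reference agonist; values of inactives mirror those of a sister screen read the other way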
Target sequence (P35372 whole entry, looked up): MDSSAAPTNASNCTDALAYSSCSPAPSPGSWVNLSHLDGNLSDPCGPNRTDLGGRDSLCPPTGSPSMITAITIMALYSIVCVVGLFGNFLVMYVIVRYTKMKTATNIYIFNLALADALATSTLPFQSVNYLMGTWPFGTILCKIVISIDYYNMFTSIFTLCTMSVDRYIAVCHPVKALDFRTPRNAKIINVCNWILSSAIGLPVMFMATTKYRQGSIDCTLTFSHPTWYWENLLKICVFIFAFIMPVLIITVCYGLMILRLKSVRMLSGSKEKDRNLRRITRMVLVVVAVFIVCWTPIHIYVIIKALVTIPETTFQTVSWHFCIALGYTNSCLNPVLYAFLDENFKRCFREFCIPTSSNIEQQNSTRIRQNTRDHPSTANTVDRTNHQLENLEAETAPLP
Target sequence (P41143 whole entry, looked up): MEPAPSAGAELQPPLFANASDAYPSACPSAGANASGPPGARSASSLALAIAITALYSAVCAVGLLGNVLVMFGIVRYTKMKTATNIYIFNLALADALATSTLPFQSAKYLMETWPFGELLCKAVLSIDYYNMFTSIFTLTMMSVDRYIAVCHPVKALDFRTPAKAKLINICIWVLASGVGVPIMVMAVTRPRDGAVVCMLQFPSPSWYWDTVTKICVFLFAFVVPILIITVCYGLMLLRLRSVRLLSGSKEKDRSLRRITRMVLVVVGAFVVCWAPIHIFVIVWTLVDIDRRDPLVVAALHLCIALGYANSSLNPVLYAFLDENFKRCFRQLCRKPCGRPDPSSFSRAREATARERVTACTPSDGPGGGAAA
MOR-DOR inv ag: inverse agonist of human OPRM1-OPRD1 heterodimerization; cell-based MOR-DOR heterodimer luminescence, inverse agonism; inhibition, % at 9.3 µM; actives 0.21% (n = 340,000); in the data active = inhibition above about 22%, passing the limit was not always enough;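 also: 0% = cells with DMSO and 100% = wells without cells with DMSO; values of inactives mirror those of a sister screen read the other way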
Numbers without * were called inactive; ? = inconclusive; · = not tested or not shown.

SMILES	DSG3 Ab inh	Keap1-Nrf2 PPI	V-ATPase pHluor	C-LANA FP	Arr AP2 block	Wnt act	RTF Ca sens act	Cardiac RTF inh	MOR-DOR ag	MOR-DOR inv ag
CC(=O)c1ccc(S(=O)(=O)NC2CC(=O)N(c3ccc(C)cc3)C2)cc1 (centres undefined)	99	0	-2	-0.4	-2	0	-4	1	-0.6	4
C=CCn1c(SCc2ccc(C#N)cc2)nnc1-c1cccc(OC)c1	98	-2	-3	-0.7	21	-1	3	3	-2.5	11
CCOC(=O)C1=C(O)/C(=C/c2ccc(OCC(=O)O)c(OC)c2)SC1=Nc1ccc(OC)cc1	103	-5	-1	-1.1	-9	-1	0	-8	-2.8	14
O=C(NCc1ccc2c(c1)OCO2)C1CC(=O)N(CCc2ccc(F)cc2)C1 (centres undefined)	104	2	-2	1.4	17	0	-5	1	1.5	-12
CCOc1ccc(NC(=O)Nc2ccc3c(c2)nc(C)n3C)cc1	86	1	1	-0.3	14	12	9	-2	-1.8	9
COc1ccccc1Oc1ccc(S(=O)(=O)N2CCOCC2)cc1S(=O)(=O)N1CCOCC1	102	1	0	-0.3	-2	·	2	5	-3.3	18
COc1ccc(-c2nc(CS(=O)CC(=O)NCc3ccc(C)cc3)c(C)o2)cc1OC (centres undefined)	110	-8	-2	1.1	4	·	-4	-4	-0.7	4
Cc1cc(C)cc(NC(=S)N2CCC(c3nc4ccccc4s3)CC2)c1	104	-3	-1	-0.2	-11	2	-7	3	3.5	-21
Cc1c2c(nc3nnnn13)CCCC2	·	-8	5	-2.3	-4	0	11	-6	1.7	-8
Cc1ccc(C(=O)NCC(=O)OCCCOC(=O)CNC(=O)c2ccc(C)c(C)c2)cc1C	106	1	-3	0.5	26	-3	-4	-4	-4.9	19
CCNc1ccc2c(Cl)cc(=O)oc2c1	99	-2	-49	-1.5	5	0	-3	-7	-1.4	9
COc1c(OC)c(O)c2c(=O)cc(-c3c(O)cccc3O)oc2c1OC	·	-3	-3	-0.7	-3	-2	-1	1	-1.7	9
COc1cccc(-n2c(C)cc(/C=C3/C(=N)N4C(=NC3=O)SN=C4S(C)(=O)=O)c2C)c1	132	-8	-5	5.0	22	-1	8	-9	5.8	-38
C/C(=N/NC(=O)CNC(=O)c1cccnc1)c1ccc(Cl)cc1	·	-1	4	-0.1	32	-2	5	-3	-1.4	6
CCN(CC)C(=O)CC(c1ccc(OC)cc1)c1c(OC)cc(OC)c2ccc(=O)oc12 (centres undefined)	105	-8	-2	2.2	2	0	0	8	-2.1	12
Cc1c(C(=O)N2CCC(C)CC2)oc2ccc(S(=O)(=O)N3CCC4(CC3)OCCO4)cc12	119	-2	-1	-1.1	1	-1	-1	-5	-0.8	4
O=C(Nc1ccccc1N1CCCC1)C1CCN(S(=O)(=O)c2ccccc2)CC1	94	2	-7	-2.7	-1	-2	-5	-5	-0.7	4
COC(=O)c1ccc2c(c1)N(C)C(=O)CS2	103	-5	0	-0.9	0	·	6	-8	-2.3	12
CCOc1ccccc1N1CCN(C(=O)C(Sc2ccccc2)c2ccccc2)CC1 (centres undefined)	·	-5	0	-0.8	-1	-3	-2	0	-0.3	2
CCOc1ccc(-n2c(C)nc3cc(C(=O)NCc4ccc5c(c4)OCO5)ccc32)cc1	105	-4	-2	1.1	0	-2	-1	0	-2.2	10
CCS(=O)(=O)c1nc(S(=O)(=O)c2ccc(C)cc2)c(NCCCN(C)C)s1	103	-1	-2	0.9	-6	0	-5	-7	-4.6	21
CCOC(=O)[C@H]1[C@H]2COc3ccc(C)cc3[C@@H]2N2C(=O)c3cc(OC)c(OC)cc3NC(=O)[C@@]12C	100	-7	1	0.2	17	-1	13	-44	-3.1	17
COc1ccc(-c2cn(-c3ccc(C)c(C)c3)c(=S)[nH]2)cc1OC	93	-4	-2	-1.9	29	4	-3	1	-0.9	4
COc1ccc(OC)c(C2CC(=O)Nc3cc(OC)c(OC)c(OC)c32)c1 (centres undefined)	102	-4	-3	0.1	9	·	-1	-2	-1.2	5
O=S(=O)(NCCC1=CCCCC1)c1ccc(Br)cc1	107	0	5	-1.2	3	10	-5	7	6.3	-26
Cc1cc(N=Cc2c(O)n(-c3cccc(Cl)c3)c(=O)c3ccccc23)no1	100	1	1	-2.3	4	·	0	-6	1.2	-7
CC(Oc1ccc(Br)cc1)C(=O)Nc1ccc(N2CCOCC2)cc1N1CCOCC1 (centres undefined)	102	-2	1	-2.0	34	6	-11	-7	1.0	-5
O=C(c1ccccn1)C1CCCN(Cc2cn[nH]c2-c2cc3ccccc3o2)C1 (centres undefined)	89	2	16*	-0.3	10	2	-3	-6	-2.0	10
COC(C(=O)NCc1ccccc1C)c1ccccc1 (centres undefined)	127	-5	3	-2.0	14	6	0	-7	0.2	-1
CCOc1ccc(NC(=O)CN(C)C(=O)c2cccc3ccccc23)cc1OCC	107	3	0	-0.7	-3	-3	1	-4	-1.1	7
CCc1ccc(C)c(OC(=O)c2cncc(Br)c2)c1	101	-1	-1	-2.0	-1	-1	-1	-7	4.8	-23
O=c1cnnc(SCc2ccc([N+](=O)[O-])cc2)[nH]1	99	-4	4	0.1	6	?	1	1	-1.9	9
CCn1cc(C(=O)N[C@@H](CCSC)C(=O)NCCCOC)c(=O)c2cc3c(cc21)OCO3	90	1	-3	0.5	36	-4	-2	7	-2.2	10
CCN(CC(=O)Nc1cc(Cl)ccc1-n1cncn1)Cc1nc2ccccc2c(=O)[nH]1	·	1	0	-1.3	27	-3	3	-1	-3.1	12
CCn1c(SCC(=O)Nc2ccc(F)cc2F)nc2c(c1=O)SCC2	·	-3	0	0.7	18	0	0	9	-0.2	1
CC(=O)Nc1cc(S(=O)(=O)C(F)(F)F)ccc1Cl	102	-4	1	-1.0	-6	·	1	-2	-2.5	13
CC(C)c1ccc(C(O)c2cnc(C(C)C)n2C)cc1 (centres undefined)	104	-5	-2	-0.8	4	8	3	-7	-2.0	10
Cc1ccc(-c2n[nH]c(=S)n2/N=C/C=C/c2ccccc2[N+](=O)[O-])cc1	99	-1	5	-0.4	-1	4	-2	5	1.0	-6
CCOc1ccc(C(c2c(C)[nH][nH]c2=O)c2c(C)[nH][nH]c2=O)cc1OCC	104	-2	1	-0.1	-7	·	1	-4	0.1	0
COc1ccc2oc(C(=O)OCC(=O)NC3CCCC3)c(C)c2c1	103	-1	1	-1.0	26	4	1	-1	-2.5	14
O=C(COc1ccccc1)NCC(=O)Nc1ccncc1	101	1	-2	0.4	27	14	-8	-8	0.8	-5
Cc1cccc(N2C(=O)CC(Sc3nccc(C)n3)C2=O)c1 (centres undefined)	103	1	-1	1.3	6	-2	-2	-7	-3.7	17
COc1ccc(/C=C/C(=O)O)cc1S(=O)(=O)N1CCCCC1	109	-2	-2	-0.3	-3	-2	11	0	0.5	-2
Cc1cccc(OCC(=O)N(Cc2ccc(C)o2)C2CCS(=O)(=O)C2)c1 (centres undefined)	105	-2	-5	8.0	9	0	-5	-4	-1.6	8
CCNc1oc(COc2ccccc2F)nc1C#N	105	-6	6	-0.6	-3	·	-5	5	0.3	-2
COc1cccc(NC(=O)CCNC(=O)N2CC(=O)Nc3ccccc32)c1	100	2	-3	0.5	19	-2	-5	-13	-4.5	23
NS(=O)(=O)c1ccc(NC(=O)COc2ccc(S(=O)(=O)N3CCCC3)cc2)cc1	111	5	1	0.5	0	-1	-7	5	-3.0	16
COc1cccc(/C=N/NC(N)=S)c1OCc1cccc(Cl)c1	98	-3	-3	-0.4	-7	-4	3	-3	1.7	-8
C=CCOc1ccc(CNc2ccc3[nH]c(=O)[nH]c3c2)cc1	98	-2	-2	1.2	10	1	6	4	0.9	-4
CCN1CCCC1CN(Cc1cc2ccc(C)cc2[nH]c1=O)C(=S)Nc1cccc(OC)c1 (centres undefined)	110	-5	1	-1.1	-3	0	5	-2	-1.9	10
NC(=O)C1CCN(C(=O)C(Cc2ccccc2)NC(=O)c2ccccc2)CC1 (centres undefined)	100	-2	4	0.8	-1	-3	1	6	-1.1	4
CC(C)C1=NOC(C(=O)N2CCC(N3CCC(C(=O)N4CCOCC4)CC3)CC2)C1 (centres undefined)	125	-5	-2	-0.3	9	-1	-2	-1	1.0	-5
COc1ccc(CCNC(=O)C2CCC(=O)N(CCc3ccc(OC)cc3)C2)cc1 (centres undefined)	103	1	2	-0.3	-5	1	-3	7	-0.5	3
CC(C)(C)CC(C)(C)N=C1Nc2cc(Cl)c(Cl)cc2NC12C[C@H]1CCC(=O)N3CC[C@@H](C2)[C@@H]13 (some centres undefined)	95	1	-3	1.2	-2	-14	9	-16	-2.2	13
COC(=O)c1ccc(C(=O)Nc2ccc3nc(-c4cccnc4)[nH]c3c2)cc1	·	-5	-1	-0.3	-2	9	-4	-10	-0.8	5
CN(C)c1ccc(C=Nc2ccccc2)cc1	126	-5	-3	0.9	-4	4	8	-1	-4.9	23
Cc1nn(-c2ccc(Cl)cc2Cl)c(C)c1C(=O)O	97	-1	3	-0.2	-10	1	-4	-5	-2.5	13
O=C(Nc1ccccc1C(=O)NC1CCCCC1)c1ccccc1	106	2	-4	-2.2	6	-14	-1	-2	5.1	-21
COc1ccc(NC(=S)NCCSc2ccc(C)cc2)c(OC)c1	88	-5	4	-0.7	-4	61*	0	-3	-0.3	2
Nc1n[nH]c(S(=O)(=O)CCCc2ccccc2)n1	103	0	-3	-2.4	1	·	-2	-7	1.1	-5
CCOC(=O)C1CCCN(C(=O)CCNS(=O)(=O)c2ccc(Br)cc2)C1 (centres undefined)	109	-7	-2	1.1	-4	-3	2	4	-2.7	11
C=CCC[C@@H](Cc1ccc(F)cc1)C(=O)OC[C@@H](Cc1c[nH]c2ccccc12)NC(=O)[C@H](CC=C)CC(=O)N(CCO)Cc1ccccc1	102	1	-1	1.5	-6	-23	-2	-2	2.4	-14
Cc1ccc(S(=O)(=O)NC(C(=O)N2CCOCCOCCOCCOCC2)C(C)C)cc1 (centres undefined)	·	-2	2	2.8	4	0	0	-2	-0.2	2

3 compounds drawn at random from the list so far:
SMILES	DSG3 Ab inh	Keap1-Nrf2 PPI	V-ATPase pHluor	C-LANA FP	Arr AP2 block	Wnt act	RTF Ca sens act	Cardiac RTF inh	MOR-DOR ag	MOR-DOR inv ag
NS(=O)(=O)c1ccc(NC(=O)COc2ccc(S(=O)(=O)N3CCCC3)cc2)cc1	111	5	1	0.5	0	-1	-7	5	-3.0	16
CCN1CCCC1CN(Cc1cc2ccc(C)cc2[nH]c1=O)C(=S)Nc1cccc(OC)c1 (centres undefined)	110	-5	1	-1.1	-3	0	5	-2	-1.9	10
CC(C)C1=NOC(C(=O)N2CCC(N3CCC(C(=O)N4CCOCC4)CC3)CC2)C1 (centres undefined)	125	-5	-2	-0.3	9	-1	-2	-1	1.0	-5

High-throughput results (PubChem BioAssay)
